Screens: PubChem BioAssay, National Center for Advancing Translational Sciences (NCATS)
TSG101-PTAP inh: qHTS Assay for Iinhibitors of HIV-1 Budding by Blocking the Interaction of PTAP/TSG101 | 340,000 tested, under 10 active | Tumor susceptibility gene 101 protein (Homo sapiens), Q99816 | Potency, µM (doses to about 115 µM), inactives show at the top dose activity change, negative = inhibition, hits mostly inhibitors | Fluorescence polarization, FITC-PTAP peptide / Tsg101 binding; active means well fitted inhibition curve with a large enough effect in the main read-out, with a control signal flat, not every such curve was filed as active; inconclusive means small, poorly fitted or top-dose-only effect, or effect the other way, or a change in a side signal; inactive means no such curve, though single readings can be large or run the other way; further: potency means the concentration at half of the fitted maximal effect; % of control where 0% means no effect
Target sequence (Q99816 whole entry, looked up): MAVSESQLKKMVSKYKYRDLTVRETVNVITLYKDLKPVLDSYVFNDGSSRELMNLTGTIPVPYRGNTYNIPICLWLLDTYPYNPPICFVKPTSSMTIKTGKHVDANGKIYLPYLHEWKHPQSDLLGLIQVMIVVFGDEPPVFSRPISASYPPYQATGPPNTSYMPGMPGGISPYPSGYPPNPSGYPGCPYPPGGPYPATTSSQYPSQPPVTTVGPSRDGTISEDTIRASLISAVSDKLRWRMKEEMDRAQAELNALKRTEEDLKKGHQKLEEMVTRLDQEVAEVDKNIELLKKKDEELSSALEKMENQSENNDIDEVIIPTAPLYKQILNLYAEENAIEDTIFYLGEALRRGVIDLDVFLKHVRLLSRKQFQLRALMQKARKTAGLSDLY
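Tsg101 binding domain (10 uM final) was mixed with compound and a FITC-labeled PTAP peptide (50 nM final) in HEPES pH 7.5 buffer with NaCl, Tween 20, EDTA and TCEP; fluorescence polarization was read after 20 min at r.t.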
MLL CXXC-DNA inh: qHTS Fluorescence Polarization Assay for Inhibitors of MLL CXXC domain - DNA interaction; Potency, µM (titrated, usually from 115 µM), for inactives: at the top dose activity change, negative = inhibition, most hits filed as inhibitors; MLL-CXXC / FITC-HOXA9 DNA fluorescence polarization; 0.037% of 290,000 active; Histone-lysine N-methyltransferase 2A (Homo sapiens), Q03164; active means well fitted inhibition curve with a large enough effect in the polarisation, with a control signal flat, not every such curve was filed as active; inconclusive means small, poorly fitted or top-dose-only effect, or effect the other way, or a change in a side signal; inactive means no such curve, though single readings can be large or run the other way; the % refers to the polarisation; further: potency means the concentration at half of the fitted maximal effect
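Purified MLL-CXXC (added from a 7 uM solution) was preincubated 5 min at ambient with pinned compounds in 50 mM Tris-HCl pH 7.5, 50 mM NaCl, 1 mM DTT, 0.05% BSA. Fluorescein-labeled HOX-A9 DNA (50 nM solution) followed, 30 min, then polarization read.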
TCR activator: Activators of T cell receptors: qHTS campaign. 330,000 tested, under 10 active. Potency, µM (series often up to 9.22 µM), inactives show at the highest dose activation of IL-2 secretion, hits mostly activators. primary human leukocytes, anti-CD3, IL-2 HTRF, 48 h; further: % of control where 0% means no effect
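Readout: HTRF IL-2, Eu-cryptate/d2 antibody pair, 320nm excitation, 665nm emission. Stimulus: a-CD3 beads, no co-stimulation. Cells: primary human leukocytes. Exposure: 48 hr with compound.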
a7 integrin act: qHTS for Activators of Integrin-Mediated Alleviation for Muscular Dystrophy | alpha7betagal myoblasts, beta-gal FDG fluorescence, 48 h | Potency, µM (series often up to 38.3 µM), without a hit: at the top dose activation, actives largely listed as activators | 0.064% of 350,000 active;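 further: potency means the concentration at half of the fitted maximal effect; 100% = response of the positive control SU9516; nearly all actives have a fitted effect of over 60% in size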
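Alpha7betagal+/- myoblasts (passage 13) were plated 16-24 hr, then exposed to compounds (1:260 dilution of DMSO stock) for 48 hours at 37C. After MPER lysis, β-galactosidase reporter activity was read as FDG fluorescence (ex 480/em 540) after 30 minutes.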
TRPV1 agonist: HTS Assay for Compounds that Act as Agonists of the Vanilloid Receptor 1; Transient receptor potential cation channel subfamily V member 1 (Homo sapiens), Q8NER1; TRPV1-expressing cells, Fluo-8 calcium influx, agonist mode; activation, % at 8.33 µM; 0.19% of 320,000 active; AID 540275, 2011; in the data active means activation above about 80%; inconclusive means between about 30% and that limit; further: 0% is about no effect
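Cells expressing TRPV1 were dye-loaded with Fluo-8 and read kinetically: 10 s baseline, 3 min after compound (agonist portion), then 2 min after EC20 capsaicin (allosteric enhancer portion). Calcium-bound dye fluorescence at 480/520 nm.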
ELG1 repair inh: qHTS screen for small molecules that inhibit ELG1-dependent DNA repair in human embryonic kidney (HEK293T) cells expressing luciferase-tagged ELG1; HEK293T ELG1-luciferase reporter, luminescence, 16 h; DNA damage induced by 5-fluorouridine; Potency, µM (doses to about 46.1 µM), without a hit: at the highest dose activity change, negative = inhibition, most hits filed as inhibitors; 2.3% of 330,000 active; AID 504467, 2011; further: potency means the concentration at half of the fitted maximal effect; on the % scale 0 is the no-effect control and ±100 the full control effect; nearly all actives have a fitted effect of over 55% in size
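Step one: seed 2,000 cells per well. Step two: pin-transfer compound or DMSO alongside 5-fluorouridine. Step three: incubate 16 hr, 37 °C, 5% CO2. Step four: add ONE-Glo, wait 30 min, read luminescence.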
BRCA1 expr up: qHTS Assay to Identify Small Molecule Activators of BRCA1 Expression; 1.1% of 380,000 active; MCF7-BRCA1-FFLuc reporter, luminescence, 48 h; response scale: scaled: vehicle 0%, 10 µM genistein 100%; Potency, µM (highest dose often 46.1 µM), inactives show top-dose activation, actives largely listed as activators; further: potency means the concentration at half of the fitted maximal effect; nearly all actives have a fitted effect of over 80% in size; some results filed as inactive show a strong effect at the top dose
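MCF7-BRCA1-FFLuc, 2000 cells/well; 2 h attach, 37 °C/5% CO2; compound 48 h; luciferase substrate 15 min; luminescence end-point. Norm. to genistein 10 microM max activation and DMSO; concentration-response curves fitted.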
A-T KAP1 phos: qHTS Assay for Identifying a Potential Treatment of Ataxia-Telangiectasia; Potency, µM (top dose mostly 57.5 µM), without a hit: top-dose activation, hits mostly activators; AID 485349, 2010; 0.19% of 320,000 active; […] A-T fibroblasts, KAP-1 phosphorylation AlphaLISA; neocarzinostatin DNA damage 30 min before lysis; further: potency means the concentration at half of the fitted maximal effect; % of control where 0% means no effect; nearly all actives have a fitted effect of over 45% in size
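ATM-like activity read as KAP-1 phosphorylation via AlphaLISA donor/acceptor antibody pairs after lysis and 6 hr at 25C. Cells were ATM-null patient fibroblasts ([…], hTERT), dosed 60 min, then exposed to the DSB inducer NCS for 30 min.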
p53 reactivator: qHTS assay for re-activators of p53 using a Luc reporter | H1299 p53-A138V BP100-luciferase reporter, luminescence, 24 h | Potency, µM (top dose mostly 92.2 µM), without a hit: at the highest dose activity change, positive = activation, usual class: activators | 0.063% of 320,000 active; further: potency means the concentration at half of the fitted maximal effect; % of control where 0% means no effect; nearly all actives have a fitted effect of over 45% in size
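H1299 (p53-null), stable ts p53-A138V + BP100-Luc; 1000 cells/well, Opti-MEM/10% FBS; cpd 4 pt, 1:5; 24 h, 37 deg C, 5% CO2; detection reagent 10 min RT; luminescence.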
B2AR arrestin: qHTS assay of beta-arrestin-biased ligands of beta2-adrenergic receptor. Potency, µM (doses to about 46.1 µM), inactives show at the top dose activation, actives largely listed as activators. AID 492947, 2010. Beta-2 adrenergic receptor (Homo sapiens), P07550. 0.02% of 330,000 active. beta-arrestin recruitment to beta2AR, cell-based reporter;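 further: potency means the concentration at half of the fitted maximal effect; 0% = DMSO controls and full agonism = EC100 isoproterenol or metaproterenol; nearly all actives have a fitted effect of over 65% in size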
Target sequence (P07550 whole entry, looked up): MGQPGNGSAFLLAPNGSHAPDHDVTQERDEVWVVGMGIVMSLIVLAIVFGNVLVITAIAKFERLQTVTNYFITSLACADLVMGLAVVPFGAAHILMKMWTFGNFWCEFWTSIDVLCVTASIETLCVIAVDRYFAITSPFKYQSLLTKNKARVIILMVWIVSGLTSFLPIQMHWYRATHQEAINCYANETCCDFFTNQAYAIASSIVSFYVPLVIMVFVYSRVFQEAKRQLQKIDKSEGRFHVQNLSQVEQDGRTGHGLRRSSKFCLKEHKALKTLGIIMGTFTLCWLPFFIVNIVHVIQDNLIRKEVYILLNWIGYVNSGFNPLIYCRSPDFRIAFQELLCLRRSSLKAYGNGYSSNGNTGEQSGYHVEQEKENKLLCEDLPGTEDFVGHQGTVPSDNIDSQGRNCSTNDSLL
Active calls of the source: *; ? = inconclusive; · = no result given; [ ] = another dose, or the depositor's remark. Unless noted, the call rests on the fitted dose curve; in most records, active means well fitted curve in the direction sought with a large enough effect; inconclusive means small, poorly fitted or top-dose-only effect, or another doubt; inactive means no such curve, though single readings can be large; an effect the other way counts as inactive or inconclusive.

SMILES	TSG101-PTAP inh	MLL CXXC-DNA inh	TCR activator	a7 integrin act	TRPV1 agonist	ELG1 repair inh	BRCA1 expr up	A-T KAP1 phos	p53 reactivator	B2AR arrestin
NNC(=O)c1csc(-c2ccccc2)n1	-1%	-2%	-2%	5%	3	?	-28%	0%	0%	-0.1%
CC(C)c1ccc(OCC(=O)Nc2ccc(S(=O)(=O)Nc3ccccn3)cc2)cc1	-1%	-4%	5%	-49%[inhibitor]	1	-3%	1%	7%	-1%	-0.4%
CCOc1cccc(SCc2noc(C(=O)NCCOC)c2C(=O)O)c1	-8%	10%	-3%	9%	-2	17%	10%	4%	-1%	0.4%
CCOC(=O)c1c(NC(=O)c2c(Br)cnn2CC)sc(C)c1C	-4%	?	-4%[46.1 µM]	0%	0	?	-14%	0%	12%	-0.1%
Cn1c(CC(=O)Nc2ccccc2)nnc1SCC(=O)NC1CCCC1	-3%	26%	3%	2%	1	12%	3%	1%	7%	-0.6%
COC(=O)COc1ccc(Cl)cc1C1Nc2ccccc2C(=O)N1c1ccc(OC)cc1 (stereo unspecified)	-2%	17%	-2%	30%	11	?	64%	-1%	14%	-0.6%
Cc1ccccc1N(CC(=O)Nc1ccccc1C(=O)NCc1ccco1)S(=O)(=O)c1ccccc1	-5%	1%	-7%[46.1 µM]	-2%	5	?	-70%	4%	-14%	-0.2%
CC12CNCC(C)(CN(C3(O)C(=O)Nc4ccc(Br)cc43)C1)C2=O (stereo unspecified)	-6%	-7%	2%	-52%[inhibitor]	-4	-7%	-25%	19%	21%	-0.1%
O=C(CN1C(=O)c2ccccc2S1(=O)=O)N1CCCCC1	0%	3%	3%	?	1	?	96%	5%	?	-0.4%
CCOc1cc(S(=O)(=O)N(CC)CC)c(OCC)cc1-n1cnnn1	-7%	1%	1%	2%	9	-27%	10%	-2%	-4%	0.1%
Cc1ccccc1NC(=S)NCc1cccs1	0%	10%	-9%	4%	-1	0%	2%	4%	0%	3.2%
Cc1ccc(C(=O)Nc2ccccc2C(=O)NC(CC(=O)O)C(=O)O)cc1 (stereo unspecified)	-5%	1%	·	20%	2	?	29%	-7%	?	0.0%
CC(=O)Nc1ccc(/C=N/NS(=O)(=O)c2cc(C)ccc2C)cc1	-5%	2%	-6%	22%	4	2%	0%	18%	-4%	-0.6%
C/C=C/C(=O)Nc1ccc(N2CCN(c3ccc(C(F)(F)F)cn3)CC2)nc1	-1%	9%	5%	-20%	0	-9%	0%	-7%	-7%	-1.0%
O=C(OCc1nnc(-c2ccccc2)o1)C1CCN(S(=O)(=O)c2cccs2)CC1	-8%	-2%	7%	-5%	1	14%	0%	0%	4%	-1.2%
CCn1c(CNC(=O)C2CCCCC2)cc2cc(C)ccc21	-4%	18%	12%	25%	13	3%	-13%	1%	9%	-3.8%
CN(Cc1ccccc1)S(=O)(=O)c1nnc(NC(=O)c2ccc(F)cc2)s1	-3%	1%	-1%	23%	3	8%	20%	23%	9%	0.2%
Cc1cccn2c(=O)c3cc(C(=O)NCC4CCCO4)c(=N)n(Cc4ccc(F)cc4)c3nc12 (stereo unspecified)	-1%	7%	-1%	3%	84*	-24%	-9%	6%	5%	0.3%
Cc1c(OCC(=O)NC(Cc2ccc(Cl)cc2)C(=O)O)ccc2c1oc(=O)c1ccccc12 (stereo unspecified)	0%	-26%	8%	18%	6	-20%	-14%	-11%	·	-1.1%
O=C(NC1CCCC1)c1ccc(Cl)c(S(=O)(=O)N2CCOCC2)c1	-8%	6%	-13%	0%	12	-14%	0%	6%	8%	-0.3%
O=C(NC1=NCCS1)NC12CC3CC(CC(C3)C1)C2	0%	-5%	-4%	-17%	12	20%	22%	-4%	5%	-0.4%
CC(NC(=O)C1CCC1)c1ccccc1 (stereo unspecified)	-2%	-3%	-4%	5%	1	5%	6%	1%	?	-0.2%
COc1cc(O)c(C=Nc2ccccc2NS(=O)(=O)c2ccc(C)cc2)c(OC)c1	2%	·	-4%	-20%	·	·	-16%	·	·	·
CCOC(=O)C(Cc1ccc(OC)c([N+](=O)[O-])c1)NC(=O)CCC(=O)Nc1ccc(C)cc1 (stereo unspecified)	-3%	-7%	-8%	-4%	0	?	-22%	-3%	0%	0.1%
Cc1cccc(C)c1OCC(=O)Nn1c(=O)[nH]c2ccccc2c1=O	-1%	3%	2%	-11%	-4	5%	-14%	7%	-7%	-0.4%
COc1ccccc1NC(=O)CN1CCN(c2ccccc2F)CC1	-1%	0%	-3%	3%	-2	-10%	-25%	7%	5%	-0.1%
Cc1cccc(SCC(=O)Nc2ccccc2[N+](=O)[O-])c1	4%	-7%	-1%	?	7	24%	0%	2%	0%	-0.4%
COc1ccc(C2c3c(oc4ccccc4c3=O)C(=O)N2c2ccccn2)cc1 (stereo unspecified)	1%	-3%	-9%	0%	8	11%	-6%	1%	7%	-0.1%
Cc1cccc(OCc2nc(-c3ccc(Br)o3)no2)c1	0%	9%	-1%	?	5	?	50%	2%	12%	0.1%
CNS(=O)(=O)c1cc(-c2nnc(Nc3ccc(NC(C)=O)cc3)c3ccccc23)ccc1C	-4%	-8%	3%	-21%	5	-40%	-32%	-10%	0%	7.3%
CCS(=O)(=O)c1nc(S(=O)(=O)c2ccc(Cl)cc2)c(NCCOC)s1	-2%	11%	-5%	5%	11	19%	-1%	8%	-1%	-0.1%
Cc1cc2ncn(CCC(=O)NC(C)(C)C)c2cc1C	1%	6%	-5%	11%	?	?	0%	-2%	-2%	-0.2%
Nc1cccc(Oc2ccc3c(c2)C(=O)N(CC2CCCO2)C3=O)c1 (stereo unspecified)	0%	-1%	18%	?	19	?	67%	1%	12%	3.9%
Nc1c(Cl)ncnc1N/N=C/c1cccc(O)c1	2%	9%	3%	24%	2	?	-23%	15%	2%	-0.3%
CCOc1ncccc1C(=O)Nc1cc(S(=O)(=O)N2CCCCC2)ccc1Cl	-5%	·	8%	10%	4	13%	-13%	8%	12%	-0.6%
CSC1=NCCN1S(=O)(=O)c1ccc(C)cc1	-2%	-3%	-7%	-1%	-1	6%	3%	1%	-3%	0.2%
COc1cnn(-c2ccccc2)c(=O)c1OC	0%	-4%	3%	5%	2	?	9%	-19%	0%	0.4%
COC(=O)CN1C(=O)Nc2ccc(Cl)cc2C1c1ccccc1 (stereo unspecified)	-5%	54%[activator]	2%	-3%	3	8%	14%	-6%	-1%	0.1%
CCc1nnc(NC(=O)CSc2nc(-c3ccccc3)nc3ccccc23)s1	0%	-6%	1%[46.1 µM]	2%	1	1%	-8%	2%	-1%	0.0%
OCCCNC(=S)Nc1ccc(Nc2ccccc2)cc1	-2%	26%	4%	-6%	2	4%	12%	-4%	-7%	-0.1%
CCO[C@H]1OC(C(=O)NCc2nc3ccccc3[nH]2)=C[C@@H](C2CC2)[C@@H]1CCCO	3%	-20%	-1%	-3%	2	22%	0%	-12%	2%	-0.4%
COC(=O)c1[nH]c2cccc(C)c2c1NC(=O)CN1CCN(C(=O)c2ccco2)CC1	-2%	-2%	0%	0%	2	?	-43%	-22%	-6%	0.0%
O=C(O)c1ccccc1C(=O)Nc1ccccc1NC(=O)c1ccccc1C(=O)O	-3%	·	-7%	7%	·	·	21%	·	·	·
Cc1ccc(S(=O)(=O)NC(CC(C)C)C(=O)N2CCN(C/C=C/c3ccccc3)CC2)cc1 (stereo unspecified)	0%	·	2%	12%	?	?	-30%	-11%	10%	3.4%
C[N+]12CCC(CC1)C(OC(=O)C(O)(c1ccccc1)c1ccccc1)C2 (stereo unspecified)	-6%	-3%	3%	·	-1	-4%	1%	0%	2%	-1.2%
O=C(NNS(=O)(=O)c1c(F)cc(F)c(Cl)c1F)C12CC3CC(CC(C3)C1)C2	·	·	·	·	·	-2%	·	9%	6%	-0.8%
